Screening data: PubChem BioAssay, Emory University Molecular Libraries Screening Center
14-3-3g Raf – modulators of human 14-3-3 gamma - Raf peptide interaction. 160,000 compounds, 0.19% hits. FP, 14-3-3gamma / TMR-pS259-Raf peptide binding. AID 422. P61981. inhibition, % at 40 µM; in the data active = inhibition above about 30%;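 note: 0% = protein plus tracer without compound and 100% = blank with tracer alone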
Target sequence (P61981 whole entry, looked up): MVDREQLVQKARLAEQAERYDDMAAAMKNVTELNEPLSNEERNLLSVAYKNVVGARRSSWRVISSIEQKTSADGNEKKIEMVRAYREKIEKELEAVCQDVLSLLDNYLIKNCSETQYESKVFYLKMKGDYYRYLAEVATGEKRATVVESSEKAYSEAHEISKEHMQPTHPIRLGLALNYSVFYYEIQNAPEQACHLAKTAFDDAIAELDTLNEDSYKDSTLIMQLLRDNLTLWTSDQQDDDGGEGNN
An asterisk follows results filed as active; & = joins results of further samples. This is a subset (hit frequency here may not be typical).

14-3-3g Raf,compound
-7,CCOC(=O)c1cccc(NC(=O)Cc2c(C(=O)O)[nH]c3ccccc23)c1
-2,O=c1c2cccnc2[nH]c(=S)n1CCCN1CCOCC1
-6,O=C1CSC(c2ccccc2)N1c1cccc(F)c1 (centres undefined)
-51,Cc1cc(C)c2c(=O)[nH]c(=O)n(Cc3ccccc3)c2n1
-6,Cc1ccc(C(C(=O)NCc2ccc(F)cc2)N(C(=O)c2csnn2)C2CC2)o1 (centres undefined)
-9,CCc1nnc(NS(=O)(=O)c2ccc(NC(=O)c3ccccc3)cc2)s1
5,COc1ccc(C(=O)N2CCN(c3c(C)cccc3C)CC2)cc1OC
-1,COCCOC(=O)C1=C(C)NC2=C(C(=O)CCC2)C1c1ccccc1Br (centres undefined)
-11,CN1CC(=O)N(CC(=O)Nc2ccc(Cl)c(C(F)(F)F)c2)C1=O
-18,Cc1nc2c(ccc3nc(NC(=O)c4ccc(N5C(=O)CCC5=O)cc4)sc32)s1
0,Cc1ccc(OCC(=O)Nc2cccc(F)c2)cc1C
-5,CCOC(=O)N1CCN(C(=O)c2cn(C)c(=O)c3c2c2ccccc2n3C)CC1
-57,CCOc1ccc(N2C(=O)CC(N3CCN(C(=O)c4ccccc4)CC3)C2=O)cc1 (centres undefined)
-3,CCc1nnc2c3cnn(-c4ccccc4)c3ncn12
-7,CC1(C)CC(=O)CC(=Nc2ccc(C(=O)O)cc2)C1
-5,Cn1c2ccccc2n2cc(-c3ccc([N+](=O)[O-])cc3)nc12
4,O=C(NCc1ccncc1)c1c(O)c2cccc3c2n(c1=O)CC3
-6,COc1ccc(-n2nc(C(=O)NCC(=O)NCc3cccc(F)c3)c3ccccc3c2=O)cc1Cl
-7,CCOC(=O)Cc1c(C)nc2c(-c3ccc(Cl)cc3)c(C)[nH]n2c1=O
-8,CCCCNC(=O)c1cccc(C(=O)NCCCC)c1
5,O=C1Nc2ccccc2C12Nc1ccccc1S2 (centres undefined)
1,Cc1c(NC(=O)c2noc3c2CCc2ccccc2-3)c(=O)n(-c2ccccc2)n1C
-2,O=C(CSc1nnc(-c2ccco2)n1CC1CCCO1)N1CCCCC1 (centres undefined)
-2,CCC(=O)N1c2ccccc2NC2=C(C(=O)CCC2)C1c1ccc(C)cc1 (centres undefined)
-5&-2,CCCCOC(=O)c1cccc(NC(=O)CC)c1
-15,COc1cc(NC(=O)CN2C(=O)NC(C)(CC(C)C)C2=O)cc(OC)c1 (centres undefined)
-4,COc1ccc(-c2cc(C(=O)Nc3ccc(C)c(C)c3)no2)cc1OC
0,COC(=O)c1ccc(Cn2nnc3ccccc3c2=O)o1
2,Cc1ccc2oc(=O)c3cnn(CC(=O)N4CCCCCC4)c3c2c1
7,O=C(NCCc1ccccc1)c1ccc(Oc2ccccc2)cc1
-1,CCOC(=O)N1CCN(C(=O)c2cn(CC)c3ccc(S(=O)(=O)N4CCCC4)cc3c2=O)CC1
-44,CCc1ccc2oc(-c3cc(NC(=O)c4ccc(OC)cc4)ccc3Cl)nc2c1
6,CCCCCNc1nc(CCCC)c2c(c1C#N)CC(C)(C)OC2
6,NS(=O)(=O)c1ccc(CCNC(=O)c2cc(-c3ccccc3)nc3ccccc23)cc1
-12,O=S(=O)(N1CCCCC1)N1CCN(c2ccc(F)cc2)CC1
-6,CCCOc1cccc(NC(=O)c2cc(C)oc2C)c1
-17,O=C(Nc1ccc(S(=O)(=O)N2CCCCC2c2cccnc2)cc1)c1ccccc1 (centres undefined)
-4,CCCS(=O)(=O)N1CCN(CCCc2ccccc2)CC1
-85,COc1ccccc1C(=O)Nc1cc(-c2nc3cc(C)ccc3o2)ccc1C
-18,CCOC(=O)c1c(NC(=O)C(C)Oc2ccc(C)c(C)c2)sc(C)c1C (centres undefined)
-2,CC(=O)c1ccc(N2CCN(C(=O)c3cc4c(-c5ccccc5F)nn(C)c4s3)CC2)cc1
-4,CC(C)CCNS(=O)(=O)c1ccc2c(c1)CCN2C(=O)C1CC1
4,Cc1nc(Nc2cc(F)ccc2C)c2c3c(sc2n1)CCCC3
0,Cc1cc(Oc2cc(C#N)c(C#N)cc2[N+](=O)[O-])cc(C)c1Cl
-7,O=C1NC(c2ccccc2F)C(C(=O)c2ccc(Cl)cc2)C(O)(C(F)(F)F)N1 (centres undefined)
0,Cc1cc2ccccc2cc1CN1CCOCC1
-1&-8,O=C(c1ccc2c(c1)OCO2)N1CCCC(c2ccccc2)C1 (centres undefined)
-74,Nc1nc(-c2cc3ccc(O)cc3oc2=O)cs1
-9,COc1cccc(NC(=O)CCS(=O)(=O)c2ccc3c(c2)CCN3C(C)=O)c1
-25,Cc1cc([N+](=O)[O-])ccc1-c1ccc(C(=O)Nc2cccc(-c3nc4ncccc4o3)c2)o1
-1,CN(C)c1ccc(N2C(=O)c3cccc4cccc(c34)C2=O)cc1
1,O=C(c1ccco1)N1CCN(Cc2nc3ccc([N+](=O)[O-])cc3c(=O)n2-c2ccccc2F)CC1
-11,CCOc1cc(C(c2c(C)[nH][nH]c2=O)c2c(C)[nH][nH]c2=O)ccc1O
2,O=C(Nc1cccc([N+](=O)[O-])c1)c1csc2c1CCCC2
0,CC1CCCC(NC(=O)c2cc(-c3ccccn3)nc3ccccc23)C1C (centres undefined)
-30,Cc1ccc(C2C3=C(Nc4c2c(=O)[nH]c(=O)n4C)c2ccccc2C3=O)cc1 (centres undefined)
-3,O=C(CC(C(=O)N1CCc2ccccc21)n1ccnc1)N1CCCCC1 (centres undefined)
0,O=C(NCCN1CCOCC1)c1cc2nc(-c3cccs3)cc(C(F)(F)F)n2n1
-2,O=C(Nc1ccc(N2CCOCC2)c(Cl)c1)c1ccc([N+](=O)[O-])o1
2,O=C(O)CCCn1nc(-c2ccccc2)c2ccccc21

The list continues:
14-3-3g Raf,compound
-12,O=C(CCS(=O)(=O)c1cc(Br)cc2c1N(C(=O)C1CC1)CC2)NCc1ccc(F)cc1
-12,CC(=O)NCC(=O)OCC(=O)Nc1ccc(C(C)=O)cc1
-10,O=C(c1ccc2c(c1)[nH]c(=S)n1c3ccccc3nc21)N1CCN(C(=O)c2ccco2)CC1
3,CCC(NS(=O)(=O)c1ccc(C)cc1)C(=O)N1CCC2(O)CCCCC2C1 (centres undefined)
-3,O=C(NCc1ccco1)C1CCCN(S(=O)(=O)N2CCCC2)C1 (centres undefined)
-6,COc1cccc(-n2c(SCC(=O)Nc3cc(C)on3)nc3c([nH]c4ccccc43)c2=O)c1
-5,COc1ccc(N2C(=O)CC(N(C(C)=O)c3ccc(OC)cc3)C2=O)cc1 (centres undefined)
1,CCOc1ccc(NC(=O)c2cc3n(n2)C(C(F)(F)F)CC(c2ccc(OC)cc2)N3)cc1 (centres undefined)
-12,Oc1c(CN2CCCC2)cc(COCc2ccccc2)c2cccnc12
-17,Cc1ccc2nc(C)cc(Nc3ccc(C)c(C)c3)c2c1
-18,O=C(Cn1c(=O)n(Cc2ccccc2)c(=O)c2cc(Cl)ccc21)c1cccc(C(F)(F)F)c1
-21,COc1ccc(-c2nc3cc(C)ccc3o2)cc1N=Cc1cccc([N+](=O)[O-])c1O

Another view of some results above:
canonical_smiles	14-3-3g Raf
CCC(NS(=O)(=O)c1ccc(C)cc1)C(=O)N1CCC2(O)CCCCC2C1 (centres undefined)	3
O=C(NCc1ccco1)C1CCCN(S(=O)(=O)N2CCCC2)C1 (centres undefined)	-3
COc1cccc(-n2c(SCC(=O)Nc3cc(C)on3)nc3c([nH]c4ccccc43)c2=O)c1	-6
COc1ccc(N2C(=O)CC(N(C(C)=O)c3ccc(OC)cc3)C2=O)cc1 (centres undefined)	-5
CCOc1ccc(NC(=O)c2cc3n(n2)C(C(F)(F)F)CC(c2ccc(OC)cc2)N3)cc1 (centres undefined)	1
Oc1c(CN2CCCC2)cc(COCc2ccccc2)c2cccnc12	-12

Given bar-delimited: part of the list above.
compound | 14-3-3g Raf
CCCCOC(=O)c1cccc(NC(=O)CC)c1 | -5&-2
COc1cc(NC(=O)CN2C(=O)NC(C)(CC(C)C)C2=O)cc(OC)c1 (centres undefined) | -15
COc1ccc(-c2cc(C(=O)Nc3ccc(C)c(C)c3)no2)cc1OC | -4
COC(=O)c1ccc(Cn2nnc3ccccc3c2=O)o1 | 0
Cc1ccc2oc(=O)c3cnn(CC(=O)N4CCCCCC4)c3c2c1 | 2
O=C(NCCc1ccccc1)c1ccc(Oc2ccccc2)cc1 | 7

New compounds follow.
14-3-3g Raf,compound
-7,O=C1c2ccccc2C(=O)N1CCn1nc(Cl)nc1Cl
3,CC1CCN(c2c(NCc3ccc(C(=O)NCC4COc5ccccc5O4)cc3)c(=O)c2=O)CC1 (centres undefined)
-7,COc1ccccc1CNC(=O)c1oc2ccc(S(=O)(=O)N3CCOCC3)cc2c1C
-20,CC(=O)C1=CN(Cc2ccccc2)C=C(C(C)=O)C1c1ccccc1[N+](=O)[O-]
-1,Cc1ccc(NC(=O)c2cc(NC(=O)C3CC=CCC3C(=O)O)ccc2N2CCOCC2)cc1 (centres undefined)
-8,O=C(c1ccco1)n1nc(NCc2ccccc2)nc1NCc1ccccc1
-13,COCC(C)n1c(C)cc(C(=O)CSc2nc3ccccc3c(=O)[nH]2)c1C (centres undefined)
-28,O=C(Nc1ccccc1C(F)(F)F)C(Cc1ccccc1)N1C(=O)c2ccccc2C1=O (centres undefined)
-2,Cc1cc2ncn(C(=O)N3CCCCCC3)c2cc1C
-19,O=C(NC1CCCCC1)C(c1cc2c(cc1[N+](=O)[O-])OCO2)N1CCCC1 (centres undefined)
-3,O=C(CN1C(=O)c2ccccc2C1=O)Nc1cc(C(=O)O)cc(C(=O)O)c1
-16,CC(C)OC(=S)Nc1ccccc1
-121,O=C(O)c1cccc2c1NC(c1ccc(F)cc1)C1CC=CC21 (centres undefined)
2,CC(=O)c1ccc(N=Cc2cc(Br)ccc2O)cc1
-6,Nc1c(C(=O)c2ccccc2)oc2ccc(Cl)cc12
7,Nc1ncnc2c1cnn2-c1ccccc1
-2,COC(=O)c1cc(COc2cc3oc(=O)c4c(c3cc2Cl)CCCC4)c(C)o1
-1&2,Cc1onc(-c2ccccc2)c1C(=O)NCc1cccnc1
1,C=CCN1C(=O)CCN(C(C)=O)c2ccccc21
-8,CCOc1ccc(CN2C(=O)CCC2(C)C(=O)NC2CCCC2)cc1 (centres undefined)
7,Cc1ccccc1CSc1nncn1N
-1,CC(=O)c1ccc(OCCOc2ccc(C#N)cc2)cc1
-7,O=S1(=O)CC=C(CSc2nc3ccccc3[nH]2)C1
1,NC(=O)C1CCN(C2CCN(C(=O)c3cccn4c(=O)c5ccc(Cl)cc5nc34)CC2)CC1
-4,CCCc1ccc(OCCNC(C)=O)cc1
-5,COc1cc(OC)c(C=Nc2cc([N+](=O)[O-])ccc2C)cc1Br
3,CC1=C(C(=O)N2CCOCC2)C(c2ccsc2)C2=C(CCCC2=O)N1 (centres undefined)
6,CN(C(=O)c1ccc(S(=O)(=O)NC2CCCC2)cc1)C1CCCCC1
4,COc1ccccc1OCCCn1c(=O)oc2ccccc21
-3,Cn1ccnc1SCC(=O)Nc1ccc(OC(F)(F)F)cc1
-10,COc1ccccc1N1CCN(C(=O)c2c(-c3c(Cl)cccc3Cl)noc2C)CC1
-11,CCOC(=O)CC(NC(=O)c1ccc(C)c([N+](=O)[O-])c1)c1cccc([N+](=O)[O-])c1 (centres undefined)
-2,CCOc1ccc(NC(=O)CCn2c(=S)[nH]c3ccccc3c2=O)cc1
2,CC1CC(C)CN(S(=O)(=O)N2CCCC(C(=O)O)C2)C1 (centres undefined)
-8,Cc1ccc(/C(O)=C2\C(=O)C(=O)N(CC(C)O)C2c2cccnc2)cc1 (centres undefined)
-13&-16,Cn1c(=O)oc2cc(S(=O)(=O)Nc3ccc4c(c3)OCCO4)ccc21
-6,O=C1c2ccccc2-c2nc3c(Br)cc(C(F)(F)F)cc3nc21
1,Cc1ccc(S(=O)(=O)NC(=NCc2ccccc2)c2ccc(F)cc2)cc1
-9,COc1ccc2[nH]c3c(=O)n(CCCCC(=O)NCCN4CCCC4)c(=S)[nH]c3c2c1
9,CCCN(C(=O)c1coc(=O)c2ccccc12)c1cccc(Cl)c1
-3,CCOC(=O)c1nn(-c2ccc(F)cc2)c(=O)c2c(NC(=O)c3ccc(OC)c(OC)c3)scc12
-10,CCC(C)[C@H](N)c1nnc(SCC(=O)Nc2cccc(Cl)c2)o1 (some centres undefined)
-2,Cc1ccc(C(NC(=O)CCc2ccccc2)c2ccc3cccnc3c2O)cc1 (centres undefined)
4,CS(=O)(=O)Nc1cc(-c2nnc(Nc3ccc(O)cc3)c3ccccc23)ccc1N1CCOCC1
-6,Cc1ccccc1Nc1nc(N)nc(CSc2nnc3sc4ccccc4n23)n1
-5,CCCOc1ccc(-c2cn3ccccc3n2)cc1[N+](=O)[O-]
-10,Cc1ccc(NC(=O)c2cccc(N3C(=O)c4ccc([N+](=O)[O-])cc4C3=O)c2)cc1
-7,Cc1ccc(-n2nc(C(=O)NCCCN3CC(C)CC(C)C3)c3c4ccccc4n(C)c3c2=O)cc1 (centres undefined)
-11,COc1ccc(NC(=O)CSc2nc3[nH]ncc3c(=O)n2-c2ccc(Cl)cc2)cc1OC
7,O=C(O)CNC(=O)Cn1ccc2ccccc2c1=O
-2,Cc1nnc(SCc2ccon2)n1-c1ccccc1
5,CCOc1ccc(N(CC)C(=O)c2cn(C)c(=O)c3cc(OC)c(OC)cc23)cc1
-1&-1,CC(=O)OC(Cn1nc(C)cc1C)c1ccccc1 (centres undefined)
1,CCOC(=O)c1c(-c2ccc(C)o2)csc1N
2,COc1ccc(-c2cc(-c3cc(F)ccc3O)[nH]n2)cc1OC
0,CC(=O)c1ccc(NC2=C(n3nnc4ccccc43)C(=O)c3ccccc3C2=O)cc1
-32,O=C(Nc1nnc(-c2ccccc2)s1)c1ccc(F)cc1
-3,CCOc1ccc(NC(=O)Cc2c(C(=O)O)[nH]c3ccccc23)cc1
-244,O=C1c2ccccc2C(=O)c2c1ccc(C(=O)N1CCCC1)c2NCCO
-6,CCCc1nc(NC2CCCCC2)c(C#N)c2c1COC(C)(C)C2

Arranged by value in 14-3-3g Raf (largest number first): 3 from the list above.
| SMILES | 14-3-3g Raf |
| --- | --- |
| COc1ccc(-c2cc(-c3cc(F)ccc3O)[nH]n2)cc1OC | 2 |
| Cc1nnc(SCc2ccon2)n1-c1ccccc1 | -2 |
| O=C(Nc1nnc(-c2ccccc2)s1)c1ccc(F)cc1 | -32 |
